Neddyl block = inhibitors of cullin neddylation, primary screen, biochemical, TR-FRET, uHTS, NAE and Ubc12. AID 651699, 2012. calls only at 25 µM. 360,000 tested, 0.58% active. NEDD8-conjugating enzyme Ubc12 (Homo sapiens) + NEDD8-activating enzyme E1 regulatory …; in the data active = inhibition above about 36%
Rin1 Abl inh = inhibitors of Rin1-Abl protein binding, primary screen, biochemical, TR-FRET; Tyrosine-protein kinase ABL1 (Homo sapiens) + Ras and Rab interactor 1 (Homo sapiens), …; inhibition, % at 7.35 µM; 360,000 tested, 0.4% active; in the data active = inhibition above about 5%, passing the limit was not always enough
MsrA inh = bovine MsrA enzyme inhibitors, primary screen, biochemical, absorbance, HTS | Methionine sulfoxide reductase A (Bos taurus) | purified bovine MsrA, absorbance read-out | inhibition, % at 15.5 µM | 360,000 tested, 0.75% active | AID 651718, 2012; in the data active = inhibition above about 4.5%;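 note: 0% = vehicle wells with enzyme and 100% = reference inhibitor wells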
FAS TE block = FAS thioesterase domain inhibitors, primary screen, biochemical, fluorescence intensity, uHTS; Fatty acid synthase (Homo sapiens), P49327; 360,000 tested, 0.67% active; recombinant FAS-TE, OMFH fluorogenic substrate, fluorescence endpoint; inhibition, % at 15 µM;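 active = compounds whose normalised, plate-corrected inhibition of enzyme fluorescence in the single-dose primary screen is 50% or more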;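 note: 0% = DMSO with enzyme and 100% = substrate without enzyme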
eLon inh = inhibitors of E. coli Lon protease, primary screen, biochemical, fluorescence polarization. 360,000 tested, 0.42% active. P0A9M0. purified E. coli Lon protease. inhibition, % at 7.94 µM; in the data active = inhibition above about 13%, passing the limit was not always enough;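 note: 0% = enzyme with probe and DMSO and 100% = no enzyme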
MLLE-PAM2 inh = inhibitors of PABP1 MLLE–PAM2 peptide binding, primary screen, biochemical, fluorescence polarization, FITC-PAM2, GST-MLLE; Polyadenylate-binding protein 1 (Homo sapiens), P11940; 360,000 tested, 0.36% active; inhibition, % at 20 µM; in the data active = inhibition above about 35%, passing the limit was not always enough;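 note: plate controls were DMSO wells with GST-MLLE for no effect and wells lacking GST-MLLE protein for full effect; some results filed as inactive read as strong as hits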
MsrA act = bovine MsrA enzyme activators, primary screen, biochemical, absorbance, HTS | 360,000 tested, 0.3% active | purified bovine MsrA, absorbance read-out | AID 602163, 2012 | activation, % at 10.6 µM; in the data active = activation above about 7.5%;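 note: 0% = vehicle and 100% = reference activator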
CSN deneddyl inh = inhibitors of CSN-mediated cullin deneddylation, primary screen, biochemical, fluorescence polarization, uHTS; COP9 signalosome complex subunit 5 (Homo sapiens), Q92905; Purified CSN, SCF-Nedd8-OG deneddylation; inhibition, % at 12.5 µM; AID 651999, 2013; 360,000 tested, 0.38% active;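 active = pattern-corrected inhibition above about 35%, with an unprinted fluorescence ratio check between 0.5 and 1.5, limit read from the data, passing the limit was not always enough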;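 note: 0% = enzyme with substrate and 100% = substrate without enzyme; some results filed as inactive read as strong as hits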
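Assay system: HEK293T-derived human Csn5 enzyme; quantity: 0.24 nM enzyme; medium: Tris/NaCl/DTT buffer, pH 7.5; also added: substrate SCFSkp2-Nedd8OG, 10 nM; doses: 12.5 µM compound; schedule: 90 min reaction at room temperature; signal: FP; read-out: % inhibition of substrate cleavage by Csn5; benchmarks: substrate-only high control, full reaction low control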
TbMetRS inhib = T. brucei MetRS inhibitors, primary screen, biochemical, luminescence; methionyl-tRNA synthetase (Trypanosoma brucei brucei); purified T. brucei MetRS, ATP depletion, Kinase-Glo luminescence; inhibition, % at 11.9 µM; 360,000 tested, 0.4% active; AID 624268, 2012;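 active = inhibition above a per-plate cutoff of the control wells' mean inhibition plus 3 SD, cut at about 5.5% in these data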;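 note: 0% = DMSO wells median and 100% = median of wells with control inhibitor compound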
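technique = Kinase-Glo luminescence, ATP depletion format | system = purified MetRS (methionyl-tRNA synthetase) enzyme from Trypanosoma brucei | timing = 15 min preincubation, 2 h reaction, all 25 °C | evaluation = percent inhibition versus plate control medians | dosing = single dose, 11.9 µM final nominal, 0.9% final DMSO | also added = substrates ATP, L-methionine and bulk Escherichia coli tRNA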
The depositor's hits bear a star; i = inactive; · = not tested or not shown.

SMILES	Neddyl block	Rin1 Abl inh	MsrA inh	FAS TE block	eLon inh	MLLE-PAM2 inh	MsrA act	CSN deneddyl inh	TbMetRS inhib
Cc1cc(C#Cc2c(-c3ccccc3)n(C)c3ccccc23)ccc1F	i	-1	0.3	25	4	1	-9	11	-0.6
CC1CCCN(c2nc3c(c(=O)n(C)c(=O)n3C)n2CCSc2nc3ccccc3s2)C1 (centres undefined)	i	0	0.0	12	0	5	6	0	2.0
CCCCc1nnc(NC(=O)C2CCN(c3ncnc4sc(C)c(C)c34)CC2)s1	i	-3	-0.3	-4	-4	4	-1	3	-0.4
Cc1cccc(NC(=O)C2c3ccccc3C(=O)N3CCc4ccccc4C23)n1 (centres undefined)	i	0	1.2	1	-6	-1	-5	4	0.0
Oc1cccc2ccc(N3CCOCC3)nc12	i	-3	-0.1	-3	-14	-4	-1	1	-0.1
Cc1ccc(C(=O)NC(=S)Nn2cnnc2)cc1	i	-1	-1.3	-14	2	10	-1	3	-0.3
COc1ccc(/C=N/N2CCN(Cc3ccc(C)cc3)CC2)cc1Br	i	-1	1.6	30	5	6	2	4	0.3
CCCc1cc(NC(=O)COC(=O)c2nccnc2N)n(-c2ccccc2)n1	·	0	0.9	-15	-14	-30	5	-3	-0.3
CCOC(=O)C1CCN(C(=O)c2ccc3c(=O)n4nc(Nc5cc(C)ccc5C)sc4nc3c2)CC1	i	-2	-1.3	55*	-4	-2	-9	2	-0.7
CCC(=O)Nc1nc2ccccc2n1Cc1ccc(Cl)cc1	i	-2	0.3	2	-8	10	-3	-1	1.6
COC(=O)c1nn(-c2ccccc2)c(Cl)c1/C=N/OCc1ccc(C)cc1	i	-2	-1.2	28	-15	2	-6	-2	0.0
CC(C)NC(=S)N/N=C/c1ccc(C(C)(C)C)cc1	i	-4	1.1	29	8	8	-7	6	-1.1
Oc1ccc(/C=N/NC(=S)Nc2cccnc2)c(O)c1O	i	31*	3.6	-13	24*	26	-4	16	1.7
CC(=O)c1ccc(Nc2nc(-c3cccnc3)cs2)cc1	i	0	0.1	-2	-10	2	-1	9	0.4
c1ccc(-c2nc(CSc3nnnn3-c3ccccc3)cs2)cc1	i	-1	-0.1	13	-6	-8	-6	3	-0.4
O=C(O)c1ccc2c(=O)n(-c3ccccc3)c(=S)[nH]c2c1	i	-2	-0.1	-6	4	28	-8	0	-0.5
COc1ccccc1OCCn1cc(C=O)c2ccccc21	i	-1	-0.1	0	2	1	-2	3	0.1
CCOC(=O)N1CCN(C(=O)COc2ccc3c(c2)C(=O)CC(C)(C)O3)CC1	·	-2	1.5	-5	-7	-4	6	0	0.1
Cn1c(N)cc(=O)[nH]c1=S	i	2	0.6	-9	-1	10	1	6	-0.1
CC(=O)NCC(=O)NC1(C(=O)NC2CCCC2)CCCCC1	i	-2	-0.9	-8	-2	-7	-4	6	-0.5
CC1CCCC(C)N1CC(O)COC1CCC(C(C)(C)C)CC1 (centres undefined)	i	2	-1.4	-2	-3	0	-1	2	-1.4
COc1cccc(CN(C)C(=O)c2ccc(NS(=O)(=O)c3ccc4[nH]c(=O)[nH]c4c3)cc2)c1OC	i	0	0.2	-2	-1	4	-2	1	-0.2
Cc1csc2c(N3CCN(C(=O)Nc4ccc(OC(F)(F)F)cc4)CC3)ncnc12	i	-1	-1.4	21	3	-1	0	1	-0.9
O=C(c1ccc(S(=O)(=O)N2CCCC2)cc1)N1CCCc2ccccc21	i	-1	0.1	-4	-1	-3	-10	8	-1.0
COc1ccc2c(c1)C(C)CC(C)(C)N2C(=O)Nc1ccccc1 (centres undefined)	i	0	0.5	-3	-3	2	-1	-2	-0.1
Cc1cc(NC(=O)CN2C(=O)NC3(CCCCCC3)C2=O)ccc1Br	i	1	-0.7	9	-4	9	-4	6	0.5
CCOC(=O)C1=C(C)N(C)C(=O)NC1c1ccccc1OC (centres undefined)	i	-2	0.1	-8	5	5	-3	3	-0.6
O=C(/C=C/c1ccc2c(c1)OCO2)NCCSCc1c(Cl)cccc1Cl	i	-1	1.5	32	-1	8	-3	4	0.7
O=C(CCCC(=O)N(CC(=O)NC1CCCC1)c1cccc(F)c1)Nc1ccccn1	i	-1	0.1	-2	-16	-4	-2	1	1.1
CC(CC(=O)c1ccc(F)cc1)N1CCN(c2ccccc2)CC1 (centres undefined)	i	2	0.0	-8	-2	0	1	3	0.0
O=C(Nc1ccc(F)cc1)C(CCc1ccccc1)N1CCN(c2ccncc2)CC1 (centres undefined)	i	·	-0.8	·	·	·	·	-1	0.4
O=c1ncn(-c2cccc(F)c2)c2ncccc12	i	-3	0.7	-11	8	-7	-3	-2	-0.4
CCCc1cc(CN2CCOCC2)c(O)c(CN2CCOCC2)c1O	i	0	1.7	-3	-9	33	-7	1	-0.4
O=c1ccnc2n1COCS2	i	0	0.0	-4	-1	-2	-5	9	-0.6
O=C(C/C=N\OCc1ccc([N+](=O)[O-])cc1)Nc1ccc(Cl)cc1	i	2	0.1	37	0	-4	-5	3	74*
COc1ccc(NC(=O)c2cnc3ccccn3c2=O)c(OC)c1	i	1	0.6	-4	-5	-7	-2	0	-0.6
CCCc1[nH]n(-c2ccc(F)cc2)c(=O)c1C=Nc1ccc(C)cc1	i	-1	-0.9	-2	-12	19	-3	-7	0.4
OC(COc1ccc2c(c1)CCC2)Cn1cnc2ccccc21 (centres undefined)	i	-1	-1.4	5	-4	2	-3	0	-0.4
N/C(=N\OC(=O)c1ccc(=O)n(Cc2ccccc2)c1)c1ccccn1	i	4	-0.1	-5	0	-5	-4	-4	0.1
Cc1ccc(CN2C(=O)CSc3ccc(C(=O)NC4CC4)cc32)cc1	i	3	1.2	4	0	-6	-1	4	-0.3
CN1CCSc2ccc(C(=O)Nc3ccc(Cl)cc3)cc21	·	-4	-0.4	-1	3	11	-3	-3	-0.8
Cc1noc(C(=O)NCc2ccco2)c1Cl	i	1	0.5	-6	-4	1	-2	0	-0.3
COC(=O)C1=C(O)CSC1=Nc1ccccc1	i	2	0.8	-4	-1	-10	-1	4	-0.5
O=C1/C(=C/c2ccc([N+](=O)[O-])cc2)CCC1C1CCCC1 (centres undefined)	i	1	-0.3	5	17	4	-13	6	-1.4
Cc1c(C(=O)NNS(=O)(=O)c2ccccc2Cl)sc(=S)n1C	i	0	1.7	-4	-14	7	-4	0	-1.0
Cc1ccc(C(=O)Nc2ccc(NC(=O)c3ccco3)c(C)c2)cc1	i	-3	1.1	-2	6	11	-1	0	-0.6
O=C(c1ccncc1)N1N=C(C2CCCCC2)CC1(O)C(F)(F)F (centres undefined)	i	-2	2.3	1	2	2	-2	-9	0.2
Cc1cccnc1NC(=S)NC(=O)c1cncc(Br)c1	i	-2	0.9	-3	-3	26	-2	-5	-0.5
NS(=O)(=O)c1ccc(N/N=C/c2cn(-c3ccccc3)nc2-c2cccs2)c([N+](=O)[O-])c1	i	0	1.7	11	-7	10	-9	0	-1.2
CSc1cccc(NC(=O)CN(Cc2ccc(Cl)cc2)S(C)(=O)=O)c1	i	-4	-0.8	24	0	19	-4	5	3.2
COc1ccc(N2CCN(CCNC(=O)Nc3ccc(C)cc3Cl)CC2)cc1	i	1	-1.5	-5	-1	6	-6	0	-0.9
COC(=O)c1cc(=O)n(CCc2ccccc2)c(=Nc2ccc(F)cc2)s1	i	-3	0.1	2	3	7	-3	6	0.0
O=C(CCS(=O)(=O)Cc1ccccc1F)NCCCN1CCCCC1	i	-1	0.1	-7	-1	2	1	1	-0.3
O=C(c1cc(-c2ccccn2)nc2c(Cl)cccc12)N1CCN(S(=O)(=O)c2ccccc2)CC1	i	0	0.9	37	-5	8	-1	-4	-0.7
CC1(C(=O)O)CCN1C(=O)c1cccc(OC(F)(F)F)c1 (centres undefined)	i	0	-0.3	-3	6	12	1	-3	0.2
O=[N+]([O-])c1ccc(S(=O)(=O)N2CCN(Cc3ccco3)CC2)cc1	i	0	0.4	-3	3	1	-1	5	-1.1
Cc1cccc(NC(=O)CCN2C(=O)c3ccccc3C2=O)c1	i	3	1.4	-5	1	-2	-13	3	-1.6
COC(=O)c1sc(S(=O)(=O)Nc2ccc(C)cc2)c(C(=O)OC)c1C	i	1	1.5	-1	-6	-11	-5	1	-0.5
COc1ccccc1NC(=O)c1ccc(NC(=O)CN2CCCCC2)cc1	i	-2	1.3	-6	-6	3	-1	2	-0.3
COc1cccc(Nc2nc3cc(OC)ccc3cc2C#N)c1	i	0	17*	14	6	-11	-2	-1	-0.3

Entries of single compounds as entered above. Screens in order: Neddyl block, Rin1 Abl inh, MsrA inh, FAS TE block, eLon inh, MLLE-PAM2 inh, MsrA act, CSN deneddyl inh, TbMetRS inhib
`O=C(c1ccncc1)N1N=C(C2CCCCC2)CC1(O)C(F)(F)F` (centres undefined) is entered as i, -2, 2.3, 1, 2, 2, -2, -9, 0.2
`COc1cccc(Nc2nc3cc(OC)ccc3cc2C#N)c1` is entered as i, 0, 17*, 14, 6, -11, -2, -1, -0.3

Given with bars between the fields: entries from further up
SMILES | Neddyl block | Rin1 Abl inh | MsrA inh | FAS TE block | eLon inh | MLLE-PAM2 inh | MsrA act | CSN deneddyl inh | TbMetRS inhib
COc1ccc(N2CCN(CCNC(=O)Nc3ccc(C)cc3Cl)CC2)cc1 | i | 1 | -1.5 | -5 | -1 | 6 | -6 | 0 | -0.9
COC(=O)c1cc(=O)n(CCc2ccccc2)c(=Nc2ccc(F)cc2)s1 | i | -3 | 0.1 | 2 | 3 | 7 | -3 | 6 | 0.0
O=C(CCS(=O)(=O)Cc1ccccc1F)NCCCN1CCCCC1 | i | -1 | 0.1 | -7 | -1 | 2 | 1 | 1 | -0.3

The results go on.
SMILES	Neddyl block	Rin1 Abl inh	MsrA inh	FAS TE block	eLon inh	MLLE-PAM2 inh	MsrA act	CSN deneddyl inh	TbMetRS inhib
Cc1ccccc1C(=O)NNC(=S)NC(=O)COc1ccccc1	i	-3	0.3	-5	-1	19	13*	2	-0.8
Cc1ccc(S(=O)(=O)N2CCN(c3ccccc3)CC2)cc1C	i	3	1.2	21	1	-10	0	2	-1.1
O=C(CCc1c[nH]c2ccccc12)Nc1ncccc1O	i	-2	0.9	-5	-14	-3	-6	2	-0.3
CCc1nnc(NC(=O)CCS(=O)(=O)Cc2ccccc2)s1	i	3	0.2	-6	-1	-2	-4	-4	-0.1
CN(Cc1cccs1)C(=O)CSc1nc2ccccc2[nH]1	i	2	-0.4	-9	-8	-4	1	4	0.0
C/C(=N\NC(=S)Nc1cc(S(=O)(=O)N2CCOCC2)ccc1Cl)c1ccccc1F	i	-1	0.1	22	-1	18	-10	-11	-1.3
CC(C)(C)Nc1ncnc2sc(-c3ccccc3)cc12	i	-2	0.8	17	7	-4	-10	3	-1.2
CCOC(=O)c1sc(Nc2nc(C)cc(OC)n2)nc1C	i	2	0.3	0	-2	-56	-4	-2	-0.9
Cc1ccc(-c2csc3ncnc(Nc4ccc(N5CCOCC5)cc4)c23)cc1	i	-2	1.9	30	-4	2	1	-3	-0.3
O=[N+]([O-])c1cc(CN2CCCC2)c2cccnc2c1O	i	52*	·	-3	3	15	-8	37	-0.3

Screening results: PubChem, several laboratories
